Source: PubChem BioAssay
bIAP inhibitor = bovine intestinal alkaline phosphatase inhibitors, primary screen, selectivity assay for TNAP inhibitor project, biochemical, bovine IAP, CDP-star luminescence | alkaline phosphatase, intestinal [Bos taurus] | purified bovine IAP, 30 min | inhibition, % at 20 µM | 190,000 tested, under 10 active;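 active = over 50% inhibition of intestinal alkaline phosphatase at 20 µM in the single-dose screen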
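System: Purified bovine intestinal alkaline phosphatase (IAP) enzyme | Input: IAP diluted 1/65,000,000 in the well | Also added: CDP-star chemiluminescent phosphatase substrate, 30 µM final | Dosing: 20 µM single dose | Times: Enzyme reaction for 30 min at room temperature | Detection: Luminescence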
bIAP act = bovine intestinal alkaline phosphatase activators, primary screen, biochemical, bovine IAP, CDP-star luminescence | purified bovine IAP, 30 min; active compounds read high; fold of DMSO-control signal, blank-subtracted | activation factor at 20 µM | 0.17% of 200,000 active;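 active = activation factor of 2 or more at 20 µM, a signal rise over negative controls twice the positive control's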
FLuc inhib CS = firefly luciferase enzyme inhibitors, primary screen, artefact control for luciferase-based inhibitor screens, biochemical, luminescence, ATPLite; Luciferin 4-monooxygenase (Photinus pyralis), P08659; 10 min; inhibition, % at 10 µM; 1.5% of 200,000 active; AID 1006, 2008;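 active = inhibition above about 50% when tested at 10 µM, limit read from the data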
Target sequence (P08659 whole entry, looked up): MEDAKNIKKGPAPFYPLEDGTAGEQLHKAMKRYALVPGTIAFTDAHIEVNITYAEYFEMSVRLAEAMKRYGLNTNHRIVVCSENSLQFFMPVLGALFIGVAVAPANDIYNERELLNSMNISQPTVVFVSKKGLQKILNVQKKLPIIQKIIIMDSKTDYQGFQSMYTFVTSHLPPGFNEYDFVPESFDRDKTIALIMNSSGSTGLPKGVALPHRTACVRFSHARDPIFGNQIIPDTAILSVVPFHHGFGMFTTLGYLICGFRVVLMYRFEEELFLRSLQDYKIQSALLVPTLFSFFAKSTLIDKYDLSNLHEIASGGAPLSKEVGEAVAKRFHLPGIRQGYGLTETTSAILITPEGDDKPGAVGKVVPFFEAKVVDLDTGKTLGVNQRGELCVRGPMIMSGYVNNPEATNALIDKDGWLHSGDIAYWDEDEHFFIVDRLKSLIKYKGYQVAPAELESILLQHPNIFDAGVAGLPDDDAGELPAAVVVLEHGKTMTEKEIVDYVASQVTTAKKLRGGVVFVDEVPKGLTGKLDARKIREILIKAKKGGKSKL
APP 5UTR inh = inhibitors of APP translation via 5'UTR reporter, primary screen, APP 5'UTR luciferase, SH-SY5Y cells; inhibition, % at 2 µM; AID 1285, 2008; SH-SY5Y APP 5'UTR-luciferase reporter, luminescence; 0.82% of 190,000 active;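 active = inhibition above a set limit, derived from the sample mean plus 3 SD, cut at about 45% in these data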; note: values of inactives mirror those of a sister screen read the other way
FLuc stim CS = FLuc activators, initial screening, artefact control for FLuc-dependent activation tests, biochemical, ATPlite luminescence. Luciferin 4-monooxygenase (Photinus pyralis), P08659. ATPlite luciferase biochemical, 10 min; 0 = ATP-free wells, 1 = DMSO control. activation factor at 10 µM. 200,000 tested, under 10 active;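 active = luciferase activation factor, scaled between plate controls, of at least 2 with compound at 10 µM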
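System: Luciferase/luciferin detection reagent, cell-free biochemical luciferase assay | Medium: PBS buffer for ATP | Dosing: Test compounds dosed from 2 mM stocks in 100% DMSO | Timing: 10 min at ambient temperature | Signal: Luminescence measurement of luciferase light output | Evaluation: Luciferase activation, seen as luminescence increase over controls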
TNAP inh hiacc = human TNAP enzyme inhibitors, primary screen, biochemical, luminescent, high phosphate acceptor level, uHTS. 0.03% of 200,000 active. inhibition, % at 20 µM. Alkaline phosphatase, tissue-nonspecific isozyme (Homo sapiens), P05186. purified TNAP, CDP-star luminescence, 1 M DEA;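 active = over 50% inhibition of tissue-nonspecific alkaline phosphatase at 20 µM in the single-dose screen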;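 note: plate controls were DMSO wells for no effect and EDTA-quenched wells as full inhibition for full effect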
Target sequence (P05186 whole entry, looked up): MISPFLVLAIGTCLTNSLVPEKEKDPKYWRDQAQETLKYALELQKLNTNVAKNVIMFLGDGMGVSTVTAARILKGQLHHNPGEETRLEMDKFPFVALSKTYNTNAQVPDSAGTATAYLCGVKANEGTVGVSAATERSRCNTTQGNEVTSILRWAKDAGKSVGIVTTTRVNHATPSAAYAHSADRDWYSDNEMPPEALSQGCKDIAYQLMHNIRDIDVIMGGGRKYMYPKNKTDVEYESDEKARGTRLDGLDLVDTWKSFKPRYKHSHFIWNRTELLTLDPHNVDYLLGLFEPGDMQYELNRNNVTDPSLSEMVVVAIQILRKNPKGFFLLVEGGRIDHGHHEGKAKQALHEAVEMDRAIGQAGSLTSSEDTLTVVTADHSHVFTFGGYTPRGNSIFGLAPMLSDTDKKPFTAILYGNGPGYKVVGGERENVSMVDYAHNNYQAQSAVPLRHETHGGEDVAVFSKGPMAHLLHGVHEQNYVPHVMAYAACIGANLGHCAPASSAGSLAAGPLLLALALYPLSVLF
TNAP inh no acc = human TNAP enzyme inhibitors, primary screen, biochemical, luminescent, no phosphate acceptor, uHTS; AID 1012, 2008; purified TNAP, CDP-star luminescence, 30 min; 0.26% of 200,000 active; Alkaline phosphatase, tissue-nonspecific isozyme (Homo sapiens), P05186; inhibition, % at 20 µM;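 active = tissue-nonspecific alkaline phosphatase inhibition above about 50% at 20 µM in the single-dose screen, limit read from the data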;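 note: 0% = DMSO negative control and 100% = EDTA positive control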
Lmaj promast = Leishmania major promastigote growth inhibition, primary screen; 9% of 200,000 active; AID 1063, 2008; inhibition, % at 10 µM; Leishmania major promastigotes, resazurin fluorescence viability; in the data active = inhibition above about 50%;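 note: promastigotes grown with compound for 44 hours at 28 °C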
RAM network inh = inhibitors of the yeast RAM network, primary screen, dse1pr::URA3 reporter, 5-FOA selection; S. cerevisiae dse1pr::URA3 reporter, 5-FOA growth OD615, 2 d; analog-sensitive cbk1-as2 kinase mutant strain; inhibition, % at 50 µM; 1.8% of 190,000 active;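 active = inhibition above a set limit, 3 SD over mean compound inhibition, cut at about 8.4% in these data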;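 note: 0% = DMSO-only wells with no growth and 100% = 10 µM 1-NA-PP1 full growth; inhibition rescues growth on 5-FOA so higher OD means more RAM inhibition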
TNAP act hiacc = TNAP activators at high phosphate acceptor level, primary screen, biochemical, luminescence, uHTS; Alkaline phosphatase, tissue-nonspecific isozyme (Homo sapiens), P05186; purified TNAP, CDP-star luminescence, 1 M DEA, 30 min; active compounds read high; 0 = EDTA background, 1 = DMSO-only activity; activation factor at 20 µM; 200,000 tested, under 10 active; AID 1136, 2008;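 active = activation factor at least 2 at 20 µM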
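system = human TNAP | amount = enzyme diluted 1/800 final | reagent = 100 µM CDP-star substrate | signal = luminescent substrate turnover signal | dosing = one dose, 20 µM | benchmarks = EDTA negative control, DMSO positive control | measure = activation factor | timing = 30 min reaction, room temperature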
* marks the source's active call; other numbers are inactive results; x = no result given.

SMILES	bIAP inhibitor	bIAP act	FLuc inhib CS	APP 5UTR inh	FLuc stim CS	TNAP inh hiacc	TNAP inh no acc	Lmaj promast	RAM network inh	TNAP act hiacc
O=C(c1cnccn1)N1CCN(c2ccccc2)CC1	2	1	-8	2	1.1	-6	-12	-4	1.0	1.1
O=C(Nc1ccc(Cl)cc1)[C@@H]1[C@@H]2C(=O)N(c3ccc(Cl)cc3)C(=O)[C@@H]2[C@H]2C=CC=NN21	11	0.9	-5	20	1.1	-2	-4	-8	3.0	1
O=C(COc1ccc(/C=N/NS(=O)(=O)c2ccccc2)cc1)N1CCOCC1	8	0.9	-1	6	1	-7	-12	43	0.1	1.1
N#Cc1ccc(C(=O)NC2CCCc3ccccc32)cc1 (stereo not given)	-6	1.1	-7	-16	1.1	-1	-5	14	2.3	1
c1cncc(-c2nc(NCc3cccs3)c3ccccc3n2)c1	2	1	-7	10	1.1	-3	-7	44	0.6	1
O=C(NNC(=O)c1cc([N+](=O)[O-])ccc1Cl)c1cccs1	11	0.9	-5	7	1	-2	-9	-1	1.2	1
O=C(OCc1nnc(-c2ccccc2)o1)C12CC3CC(CC(Br)(C3)C1)C2	2	1	0	-63	1	-4	-8	29	21*	1
CC(=O)NC1=NN(C(C)=O)C(C)(c2ccc(C)o2)S1 (stereo not given)	-18	1.2	-3	1	1	-6	-9	-4	1.5	1.1
O=C(NNC1=C(C(=O)C(F)(F)F)CCC1)c1cccc(Cl)c1	x	0.3	-5	-8	1.1	2	-3	21	1.5	1
Cc1ccn2c(C=O)c(-c3ccc(F)cc3)c(C=O)c2c1	-6	1.1	4	8	1	4	-2	35	4.1	1
OCCNCCCCSc1ccc(Cl)cc1	2	1	-6	6	1.1	-6	-3	96*	2.3	1.1
O=C(Nc1nc(-c2ccccn2)cs1)C12CC3CC(CC(O)(C3)C1)C2	-30	1.3	83*	-107	0.2	-3	-15	33	2.2	1
CCC(=O)N1c2ccc(S(=O)(=O)CCC(=O)NC3CCCC3)cc2CC1C (stereo not given)	-4	1	-3	-5	1	0	-7	-3	0.2	1
COc1cccc(-c2csc(N3CCN(C(=S)Nc4ccccc4)CC3)n2)c1	4	1	-9	-23	1.1	-6	-10	-4	1.6	1.1
Oc1ccc(Br)cc1/C=N/Nc1nc(N2CCCCC2)nc(N2CCOCC2)n1	10	0.9	-6	3	1.1	-6	-9	91*	-1.1	1.1
CCOc1cc2[nH]c(=O)n(CCCCC(=O)NC3CCCCCC3)c(=O)c2cc1OCC	-2	1	-2	1	1	4	-3	9	2.1	1
Cc1cnn(-c2cc(N/N=C/c3ccccc3F)ncn2)c1	10	0.9	-1	-4	1	-9	2	-4	1.6	1.1
CCOC(=O)C1=C(O)/C(=C/c2cn(CC(=O)N3CCCC3)c3ccccc23)SC1=Nc1ccccc1	5	0.9	1	-4	1	10	10	50	9.1*	0.9
Cc1ccc(NC2(C#N)C(=O)Nc3ccccc32)cc1C (stereo not given)	25	0.8	-1	11	1	6	5	8	5.4	0.9
CCOC(=O)CC(NC(=O)C(CC)c1ccccc1)c1ccccc1Cl (stereo not given)	47	0.5	-4	-9	1	0	-4	95*	-0.9	1
COc1ccc(OCCSCc2nnc(NC(=O)Nc3ccc(Cl)cc3)s2)cc1	-10	1.1	-8	-16	1.1	-1	-15	-1	4.2	1
COCCNC(=O)c1nc2c(nnn2Cc2cc(C)ccc2C)c(=O)[nH]1	-11	1.1	-2	18	1	-7	-13	0	1.9	1.1
NS(=O)(=O)c1ccc(N=Cc2ccc(Br)s2)cc1	5	1	-3	-5	1	2	-8	19	1.8	1
CCN(CCn1cccn1)C(=O)c1cc(COc2ccc(F)cc2Cl)on1	-23	1.2	-6	-23	1.1	-3	-3	8	1.4	1
CCN(CC)C(=O)C(C)OC(=O)c1ccc(O)cc1 (stereo not given)	-2	1	-4	-12	1	-2	-10	-3	1.8	1

Single records, from the list above. Order of values: bIAP inhibitor	bIAP act	FLuc inhib CS	APP 5UTR inh	FLuc stim CS	TNAP inh hiacc	TNAP inh no acc	Lmaj promast	RAM network inh	TNAP act hiacc
CCC(=O)N1c2ccc(S(=O)(=O)CCC(=O)NC3CCCC3)cc2CC1C (stereo not given) is listed as -4	1	-3	-5	1	0	-7	-3	0.2	1
O=C(COc1ccc(/C=N/NS(=O)(=O)c2ccccc2)cc1)N1CCOCC1 is listed as 8	0.9	-1	6	1	-7	-12	43	0.1	1.1
NS(=O)(=O)c1ccc(N=Cc2ccc(Br)s2)cc1 is listed as 5	1	-3	-5	1	2	-8	19	1.8	1
Oc1ccc(Br)cc1/C=N/Nc1nc(N2CCCCC2)nc(N2CCOCC2)n1 is listed as 10	0.9	-6	3	1.1	-6	-9	91*	-1.1	1.1
O=C(Nc1nc(-c2ccccn2)cs1)C12CC3CC(CC(O)(C3)C1)C2 is listed as -30	1.3	83*	-107	0.2	-3	-15	33	2.2	1

Carrying on:
SMILES	bIAP inhibitor	bIAP act	FLuc inhib CS	APP 5UTR inh	FLuc stim CS	TNAP inh hiacc	TNAP inh no acc	Lmaj promast	RAM network inh	TNAP act hiacc
Cc1cc(C(=O)OCC(=O)N2c3ccccc3CC2C)c(C)o1 (stereo not given)	6	0.9	-4	2	1	-1	-14	3	0.0	1
COc1cc(NC(=O)CSc2nnc(Cn3nnc4ccccc43)n2C)cc(OC)c1	-10	1.1	-2	7	1	2	-7	4	-0.1	1
CCOc1ccc(OCCSc2nnnn2-c2ccccc2)cc1	x	0.5	-9	5	1.1	-6	-3	1	0.1	1.1
Cc1cc(C(F)F)n2nc(C(=O)Nc3cccc(C(F)(F)F)c3)nc2n1	5	1	-7	5	1.1	-1	0	0	-0.1	1
CC(=O)c1cccc(NC(=O)c2csc3c2CCCCC3)c1	9	0.9	5	20	0.9	3	-7	43	3.8	1
Cc1ccc(NC(=O)C2CCN(S(C)(=O)=O)CC2)cc1C	4	1	-3	1	1	-2	-15	-3	0.5	1
CCCCOC(=O)c1ccc(NC(=O)c2ccoc2C)cc1	13	0.9	-3	-72	1	-6	-13	-15	5.1	1.1
O=C(Nc1nc2ccccc2s1)C1CCCO1 (stereo not given)	-8	1.1	18	-49	0.8	-6	-10	0	-1.1	1.1
O=C(NNC(=O)C1CC(c2cccnc2)=NO1)Nc1cccc(F)c1 (stereo not given)	-32	1.3	1	-12	1	1	-29	5	2.5	1
O=C(COC(=O)CC(c1ccccc1)c1ccccc1)Nc1c(F)cccc1F	0	1	-6	-2	1.1	-4	-24	50*	8.1	1
Cc1[nH]nc2cn[nH]c12	3	1	-4	-4	1	-4	-6	6	1.9	1
O=C(O)c1cccc(-c2nnn(Cc3ccccc3)n2)c1	2	1	-2	-60	1	4	-4	-7	2.4	1
COc1cc(/C=N/NC(=O)c2sc(N)c(C#N)c2C)ccc1O	1	1	-2	0	1	-3	-8	2	-0.7	1
Cc1nc2ccc(-c3nc4cc(N)ccc4o3)cc2[nH]1	4	1	78*	22	0.2	-5	-20	53*	0.2	1.1
COc1ccc(-c2noc(CN3CCOCC3)n2)cc1OC	-2	1	1	-7	1	0	-5	-4	0.5	1
CCOC(=O)c1ccc(NC(=O)Cc2coc3cc4c(cc23)CCC4)cc1	14	0.9	-3	2	1	-2	-3	92*	1.7	1
O=C(N/C(=C/c1ccccc1)C(=O)N1CCCCCC1)c1ccccc1	11	0.9	-4	-16	1	-2	-11	12	-0.4	1
COc1cc(C(=O)OC(C)C(=O)NCC2CCCCC2)cc(NC(=O)c2ccco2)c1OC (stereo not given)	-3	1	1	1	1	1	-54	15	-0.9	1
CCc1ccc(OCC(=O)NC2CC(C)(C)NC(C)(C)C2)cc1	8	0.9	-7	3	1.1	-5	-8	3	-0.3	1.1
Cc1ccccc1OCC(O)CN (stereo not given)	6	0.9	-2	-11	1	-4	-9	6	-0.5	1
CCCNC(=O)OCCC12CC3CC(CC(C3)C1)C2	14	0.9	12	-4	0.9	-3	-10	97*	-1.1	1
CCSc1ccc2nnc(-c3cccs3)n2n1	-7	1.1	8	1	0.9	0	-2	15	1.2	1
COc1cc(O)c(/C=N/NC(=O)c2ccncc2)c(OC)c1[N+](=O)[O-]	1	1	-8	-19	1.1	-2	-41	-2	0.4	1
CCN1C(=O)/C(=c2\s/c(=C3\Sc4ccccc4N3C)c(=O)n2C)N(C)C1=S	26	0.7	0	12	1	23	25	-5	1.3	0.8
Cc1cc(C(=O)Nc2ccc(S(=O)(=O)Nc3nccs3)cc2)c(C)o1	7	0.9	-6	-10	1.1	-3	-8	-11	2.1	1
CC(=O)C(/C=N/c1ncc(C(F)(F)F)cc1Cl)=C(\C)O	3	1	-5	6	1	0	-9	-2	3.1	1
COc1cccc(C2NC(=O)NC(O)(C(F)(F)F)C2C(=O)c2cccnc2)c1OC (stereo not given)	2	1	-7	-7	1.1	-6	1	-9	1.5	1.1
O=C(Cc1c(C(=O)O)[nH]c2ccccc12)NCCN1CCN(c2cccc(Cl)c2)CC1	0	1	-3	7	1	0	-4	-6	1.6	1

4 entries from above in another layout.
The line under a structure holds: bIAP inhibitor | bIAP act | FLuc inhib CS | APP 5UTR inh | FLuc stim CS | TNAP inh hiacc | TNAP inh no acc | Lmaj promast | RAM network inh | TNAP act hiacc
- COc1ccc(-c2noc(CN3CCOCC3)n2)cc1OC
  -2 | 1 | 1 | -7 | 1 | 0 | -5 | -4 | 0.5 | 1
- COc1cc(O)c(/C=N/NC(=O)c2ccncc2)c(OC)c1[N+](=O)[O-]
  1 | 1 | -8 | -19 | 1.1 | -2 | -41 | -2 | 0.4 | 1
- COc1cccc(C2NC(=O)NC(O)(C(F)(F)F)C2C(=O)c2cccnc2)c1OC (stereo not given)
  2 | 1 | -7 | -7 | 1.1 | -6 | 1 | -9 | 1.5 | 1.1
- Cc1cc(C(F)F)n2nc(C(=O)Nc3cccc(C(F)(F)F)c3)nc2n1
  5 | 1 | -7 | 5 | 1.1 | -1 | 0 | 0 | -0.1 | 1
